# Source: PubChem BioAssay
# BioA inh = M. tuberculosis BioA enzyme inhibitors, primary screen, biochemical, plate reader, single point, HTS; 360,000 tested, 0.096% active; purified M. tuberculosis BioA enzyme; inhibition, % at 9.99 µM; in the data active = inhibition above about 40%; inconclusive = no clear call, values can overlap the other calls
# TcdB GH inh = TcdB glycohydrolase inhibitors, primary screen, biochemical, single point, plate reader; TcdB glycohydrolase enzymatic assay; inhibition, % at 9.99 µM; 350,000 tested, 0.24% active; in the data active = inhibition above about 10%
# Target sequence (P18177 whole entry, looked up): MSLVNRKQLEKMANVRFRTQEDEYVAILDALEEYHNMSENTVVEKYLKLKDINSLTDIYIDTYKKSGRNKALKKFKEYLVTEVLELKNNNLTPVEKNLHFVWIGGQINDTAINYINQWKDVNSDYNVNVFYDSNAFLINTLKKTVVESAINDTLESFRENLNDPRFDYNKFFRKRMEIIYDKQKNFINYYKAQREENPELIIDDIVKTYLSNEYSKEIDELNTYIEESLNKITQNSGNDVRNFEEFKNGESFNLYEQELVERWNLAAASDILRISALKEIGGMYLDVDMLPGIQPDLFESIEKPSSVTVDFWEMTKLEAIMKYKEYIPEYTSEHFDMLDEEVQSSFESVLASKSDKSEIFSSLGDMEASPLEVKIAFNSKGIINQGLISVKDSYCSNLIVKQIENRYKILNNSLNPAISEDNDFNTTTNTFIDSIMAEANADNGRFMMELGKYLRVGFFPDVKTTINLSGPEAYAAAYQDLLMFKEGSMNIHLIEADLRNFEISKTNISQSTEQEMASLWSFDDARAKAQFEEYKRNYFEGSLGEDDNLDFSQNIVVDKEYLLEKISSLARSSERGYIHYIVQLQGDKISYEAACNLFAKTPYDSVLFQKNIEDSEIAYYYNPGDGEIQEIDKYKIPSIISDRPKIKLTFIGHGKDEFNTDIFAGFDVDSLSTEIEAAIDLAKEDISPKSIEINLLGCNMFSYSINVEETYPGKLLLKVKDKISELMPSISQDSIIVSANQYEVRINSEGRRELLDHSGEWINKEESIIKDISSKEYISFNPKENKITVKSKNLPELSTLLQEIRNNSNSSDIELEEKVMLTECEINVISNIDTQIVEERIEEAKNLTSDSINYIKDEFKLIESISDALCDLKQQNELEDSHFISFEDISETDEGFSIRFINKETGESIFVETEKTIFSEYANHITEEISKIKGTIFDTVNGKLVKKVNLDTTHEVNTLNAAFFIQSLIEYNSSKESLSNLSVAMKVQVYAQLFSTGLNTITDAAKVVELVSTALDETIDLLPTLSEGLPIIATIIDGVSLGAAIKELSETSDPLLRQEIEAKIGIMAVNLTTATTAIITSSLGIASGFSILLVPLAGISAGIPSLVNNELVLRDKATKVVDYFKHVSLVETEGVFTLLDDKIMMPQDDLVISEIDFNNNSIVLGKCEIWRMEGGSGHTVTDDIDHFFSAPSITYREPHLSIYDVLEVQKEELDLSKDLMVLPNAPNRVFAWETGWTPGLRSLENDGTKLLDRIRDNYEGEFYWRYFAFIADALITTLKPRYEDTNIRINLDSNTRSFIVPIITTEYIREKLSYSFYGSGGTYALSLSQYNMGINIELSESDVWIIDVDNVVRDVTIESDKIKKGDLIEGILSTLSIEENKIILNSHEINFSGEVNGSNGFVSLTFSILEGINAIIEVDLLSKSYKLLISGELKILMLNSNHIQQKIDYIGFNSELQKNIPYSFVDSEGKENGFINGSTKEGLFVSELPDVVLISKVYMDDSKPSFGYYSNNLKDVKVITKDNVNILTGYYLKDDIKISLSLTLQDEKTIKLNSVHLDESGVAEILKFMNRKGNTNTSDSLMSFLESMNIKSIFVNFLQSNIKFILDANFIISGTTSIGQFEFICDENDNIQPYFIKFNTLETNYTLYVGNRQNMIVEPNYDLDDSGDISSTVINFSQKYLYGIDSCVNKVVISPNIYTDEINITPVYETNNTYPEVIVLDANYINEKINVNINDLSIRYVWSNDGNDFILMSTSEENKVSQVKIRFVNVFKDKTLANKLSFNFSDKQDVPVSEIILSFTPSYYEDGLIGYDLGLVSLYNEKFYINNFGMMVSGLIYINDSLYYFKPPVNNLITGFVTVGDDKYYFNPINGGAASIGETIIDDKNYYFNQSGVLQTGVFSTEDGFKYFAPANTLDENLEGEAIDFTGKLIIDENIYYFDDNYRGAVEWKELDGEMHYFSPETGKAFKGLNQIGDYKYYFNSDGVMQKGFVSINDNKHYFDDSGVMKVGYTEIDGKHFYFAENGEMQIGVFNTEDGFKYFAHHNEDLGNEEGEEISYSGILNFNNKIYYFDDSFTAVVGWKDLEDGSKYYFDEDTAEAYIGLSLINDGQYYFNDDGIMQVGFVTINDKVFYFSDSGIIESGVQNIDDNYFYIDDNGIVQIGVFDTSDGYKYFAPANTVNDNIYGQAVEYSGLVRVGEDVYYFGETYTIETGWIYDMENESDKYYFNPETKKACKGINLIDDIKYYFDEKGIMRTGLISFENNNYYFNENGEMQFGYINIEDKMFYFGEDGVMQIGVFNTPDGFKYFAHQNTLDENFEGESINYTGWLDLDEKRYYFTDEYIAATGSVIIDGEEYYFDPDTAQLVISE
# FadD28 binding = inhibitors of FadD28 bisubstrate probe binding, primary screen, biochemical, fluorescence polarization, single point | inhibition, % at 12.5 µM | 360,000 tested, 0.22% active | AID 588549, 2011; in the data active = inhibition above about 8.5%, passing the limit was not always enough; inconclusive = no clear call, values can overlap the other calls
# BH1578 lux ind = inducers of Vibrio cholerae quorum light production without autoinducers, primary screen, BH1578 luxS cqsA deficient, single point; V. cholerae BH1578 lux reporter, luminescence, 6 h; activation, % at 18.7 µM; 350,000 tested, 0.16% active; in the data active = activation mostly above about 9.7%, no sharp cut-off; inconclusive = no clear call, values can overlap the other calls; inactive = mostly below about 3.7%; note: not every result past the cut was called active; inactives centre near 0; reference of the scale not given here
# PfHsp40 yeast = rescue of yeast from PfHsp40 toxicity, primary screen, S. cerevisiae, ATP luminescence; 340,000 tested, 0.68% active; growth rescue, % at 12.5 µM; S. cerevisiae expressing PfHsp40, growth rescue; AID 504582, 2011; in the data active = growth rescue above about 28%, passing the limit was not always enough; inconclusive = no clear call, values can overlap the other calls;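 note: yeast W303a lacking pdr1 and pdr3 grown in galactose medium; growth measured after three days at 30 °C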
# Y pestis TopoI = Yersinia pestis topoisomerase I inhibitors, primary screen, biochemical, cleavage product accumulation, plate reader, single point; AID 504884, 2011; activity, % at 10 µM; Y. pestis Topo-I cleavage product accumulation; 360,000 tested, 0.064% active; in the data active = activity above about 50%, passing the limit was not always enough; inconclusive = no clear call, values can overlap the other calls; note: inactives centre near 2
# GDH-TPI counter = GDH-TPI coupling enzyme inhibitors, primary screen, artefact control for M. tuberculosis FBA inhibitor project, biochemical, absorbance, full deck; GDH-TPI coupled enzyme counterscreen, NADH absorbance; inhibition, % at 4.8 µM; 360,000 tested, 1.2% active; in the data active = inhibition above about 30%;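 note: 0% = DMSO wells and 100% = wells lacking the enzyme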
# Mtb UGM inh = M. tuberculosis UGM enzyme inhibitors, primary screen, biochemical, fluorescence polarization, single point; purified UGM, fluorescence polarization probe displacement; AID 504406, 2011; inhibition, % at 10 µM; UDP-galactopyranose mutase (Mycobacterium tuberculosis (strain ATCC 25618 / H37Rv)), …; 320,000 tested, 0.06% active; in the data active = inhibition above about 10%, passing the limit was not always enough; inconclusive = no clear call, values can overlap the other calls
# Mtb FBA inh = Mtb FBA enzyme inhibitors, primary screen, biochemical, fluorescence, strain H37Rv; Fructose-bisphosphate aldolase (Mycobacterium tuberculosis (strain ATCC 25618 / H37Rv)), …; inhibition, % at 1 µM; purified M. tuberculosis FBA, fluorescence read-out; 360,000 tested, 2.3% active; in the data active = inhibition above about 27%;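 note: 0% = vehicle and 100% = reference inhibitor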
# The depositor's hits bear a star; i = inactive; ? = inconclusive; / = no result given; & = joins results of further samples.
Compound	BioA inh	TcdB GH inh	FadD28 binding	BH1578 lux ind	PfHsp40 yeast	Y pestis TopoI	GDH-TPI counter	Mtb UGM inh	Mtb FBA inh
COc1ccc(N(C(=O)c2ccco2)C(C(=O)NC2CCCC2)c2ccncc2)cc1 (stereo unspecified)	-1.2	0.5	0.2	-0.2	1.8	5	-2	0.7	-1
Cc1cccc(C(=O)C(O)(c2ccccc2)C2CCCCC2=O)c1 (stereo unspecified)	-3.3	0.1	1.0	0.7	/	-5	4	/	3
COc1ccc(C(CC(=O)Nc2nccs2)C(C)C)cc1 (stereo unspecified)	-0.5	-0.1	-6.4	i	-1.3	2	-10	-1.7	1
Cc1ccc(NC(=O)c2cc(S(=O)(=O)N3CCOCC3)cn2C)cc1Cl	0.2	-0.6	-4.1	i	1.3	18	-1	2.7	-2
O=C(c1ccccc1Cl)N1CCC(N2CCC(C(=O)N3CCCC3)CC2)CC1	-3.3	1.7	-1.5	-0.8	0.5	4	6	-4.2	1
CC1=C(C(=O)OCCc2ccccc2)C(c2ccsc2)NC(=O)N1C (stereo unspecified)	/	/	-2.2	i	-0.6	26	8	-1.0	-1
COc1cc2c(cc1OC)-c1cc(Nc3cccc(C)c3)nc(=O)n1CC2	0.2	-4.2	/	i	-1.4	9	30	0.7	1
O=C(O)CCC(=O)Nc1nc2nc(-c3ccccc3)cc(-c3ccccc3)n2n1	1.6	/	-4.7	-0.5	1.1	3	36*	4.3	98*
COc1cccc(-c2nnn(CCC(=O)O)n2)c1	-4.1	/	-5.8	i	-0.7	2	-3	1.2	0
O=C1CSC(c2ccc([N+](=O)[O-])cc2)N1Cc1ccccc1 (stereo unspecified)	-0.8	1.7	0.7	i	-0.9	2	6	-1.3	-1
FC(F)(F)c1ccccc1CNCc1ccncc1	-0.9	-5.1	-3.9	-2.0	-0.1	1	-8	-0.3	-1
O=C(/C=C/c1ccc(S(=O)(=O)N2CCOCC2)cc1)NC(=S)Nc1ccc(N2CCOCC2)cc1	0.5	0.5	-2.4	-0.2	46*	2	9	-1.4	3
C[C@H](CO)N1C[C@H](C)[C@H](CN(C)S(=O)(=O)c2cccs2)Oc2ccc(NC(=O)Nc3ccc4c(c3)OCO4)cc2CC1=O	-1.0	-2.5&0.3	?	-1.3	3.5	5	-3	2.8	0
CCN(CC)CC(=O)Nc1c(C#N)cnn1-c1ccccc1	-1.6	0.8	-0.4	0.1	-0.4	-1	7	0.3	1
Cc1cc(NC(=O)CSc2nc(=O)n(CCN(C)C)c3c2CCCC3)no1	1.1	-2.5	-0.5	-14	-0.4	-2	6	-0.2	7
O=C(CCN1C(=O)C2CCCCC2C1=O)N1CCN(S(=O)(=O)c2cccc(F)c2)CC1 (stereo unspecified)	-1.7	1.9	-4.1	i	1.8	0	2	-0.3	-2
CCCCN1C(=O)C(=O)NC[C@@H]1C(C)CC (stereo partly specified)	-0.8	0.5	-2.1	-0.3	-0.1	-10	0	-1.6	1
COCCNS(=O)(=O)c1ccc2c(c1)n(C)c(=O)n2C	-0.3	-0.4	-2.0	i	-1.8	9	2	0.5	1
COCc1cc(C)nc2sc3c(=O)oc(C)nc3c12	-1.6	/	1.4	i	-0.1	-12	20	0.4	10
CN(C(=O)c1ccnn1C)C1CCCN(Cc2ccccc2F)C1 (stereo unspecified)	-1.3	-0.6	-0.4	i	-1.3	5	-2	0.1	-2
CCCCC1CCC(c2nc(-c3ccccn3)no2)CC1 (stereo unspecified)	5.7	/	-2.6	-7.1	8.7	41	3	/	4
CCC(C)NC(=O)COC(=O)c1csc2c1CCCC2 (stereo unspecified)	/	/	-2.1	i	0.1	2	6	-0.2	-1
CC(C)n1c(SCC(=O)NC2CCCCC2)nnc1-c1ccco1	0.2	2.2	0.1	-0.7	0.7	-3	-1	0.1	-1
C=C(C)COc1ccc2c(c1)CCC1C2CCC2(C)C(=O)C(=NO)CC12 (stereo unspecified)	/	0.1	-2.8	-1.1	-0.6	15	6	/	4
CN1CCC(NC(=S)NC2CC2)CC1	/	2.0	-3.3	i	-0.2	3	-12	0.0	0
CN(C)CCNC(=O)c1ccc(COc2ccc(Cl)cc2Cl)cc1	0.8	/	-5.7	-1.0	1.2	-24	-2	-2.7	0
COc1ccc(OC)c2c(C)c(C)[nH]c12	-2.8	-0.1	-3.1	-0.5	-1.0	-8	-10	1.5	-4
O=C(c1ccco1)N1CCN=C1SCc1ccc(F)cc1	0.3	1.6	-3.8	-0.2	-1.5	5	1	-1.4	-2
O=C(COC(=O)C1CCN(c2ccc(C(F)(F)F)cn2)CC1)Nc1ccc(Cl)cc1	-1.6	3.6	-3.0	-5.6	-0.4	0	5	0.6	6
CC(C)(C)c1cc(-c2csc(Nc3ccccc3)[n+]2Cc2ccc(C(=O)O)cc2)cc(C(C)(C)C)c1O	-0.9	/	-0.4	-0.3	-1.2	5	-1	-1.2	-4

# Overlap with the part before: two entries, then new ones.
Compound	BioA inh	TcdB GH inh	FadD28 binding	BH1578 lux ind	PfHsp40 yeast	Y pestis TopoI	GDH-TPI counter	Mtb UGM inh	Mtb FBA inh
O=C(COC(=O)C1CCN(c2ccc(C(F)(F)F)cn2)CC1)Nc1ccc(Cl)cc1	-1.6	3.6	-3.0	-5.6	-0.4	0	5	0.6	6
CC(C)(C)c1cc(-c2csc(Nc3ccccc3)[n+]2Cc2ccc(C(=O)O)cc2)cc(C(C)(C)C)c1O	-0.9	/	-0.4	-0.3	-1.2	5	-1	-1.2	-4
O=C(Nc1ccccc1N1CCCC1)C1CCCO1 (stereo unspecified)	/	-0.4	-2.3	-1.8	-1.6	-3	11	/	4
COc1cc(OC)c(C(=O)OCC(=O)N2CCOCC2)cc1OC	/	1.5	-4.3	-0.3	0.2	3	-3	2.4	-2
CCOc1ccc(NC(=O)CN(C)c2ccc(S(=O)(=O)N3CCOCC3)cn2)cc1OCC	0.8	/	-1.1	-1.4	0.2	1	-6	-2.1	-1
C=CC[C@@H](CC(=O)N(CCO)Cc1ccccc1)C(=O)N[C@H](COC(=O)[C@@H](CC=C)Cc1ccc(F)cc1)Cc1ccccc1	-1.5	2.0	-6.0	-7.1	9.2	22	3	-2.3	1
COc1ccc(NC(=O)C2CC(=O)n3cnnc3S2)cc1 (stereo unspecified)	0.1	/	0.0	i	-0.3	4	9	0.1	1
CC(C)C[C@H]1CN=C(Nc2ccccc2)N1CCC1CCCCC1	0.9	-0.1&0.6	-1.4	2.1	-1.9	1	-1	-2.3	2
N#Cc1ccccc1OCC(=O)Nc1ccc(S(=O)(=O)N2CCOCC2)cc1	0.2	0.4	-0.3	5.0	1.6	-1	9	4.1	1
COC(=O)c1nn(-c2ccccc2)c(Cl)c1/C=N/OC(=O)c1ccc(Cl)c(Cl)c1	-0.5	/	-3.1	-0.3	0.2	5	4	1.2	-3
Cc1ccc(N2C(=O)C(Cc3ccc(O)cc3)NC2=S)cc1C (stereo unspecified)	-0.7	/	-2.2	-0.6	-0.1	6	10	/	0
O=C(NC1CCCC1)C1CCCN(S(=O)(=O)c2ccc(-n3cnnn3)cc2)C1 (stereo unspecified)	-2.7	0.1	-3.3	-0.2	0.4	-5	-4	-1.0	-13
Cc1ccnc(SC2CC(=O)N(c3ccc(C(C)C)cc3)C2=O)n1 (stereo unspecified)	-3.9	0.5	-1.9	-2.0	-0.8	-8	24	1.5	-1
S=c1[nH]nc(-c2cccnc2)o1	1.5	/	0.1	-0.4	-0.5	-1	8	-0.9	1
CN(CC(=O)Nc1ccc(Cl)cc1)c1ccc(S(=O)(=O)N2CCCCC2)cc1[N+](=O)[O-]	0.6	/	-3.0	i	1.3	9	-2	-0.3	-8
CC(=O)Oc1ccc2oc3c(c2c1)C(=O)CCC3	-0.8	/	-0.5	1.7	0.1	6	8	0.7	3
Clc1ccc(N=C2SCCS2)cc1	/	1.4	-0.3	2.0	?	-3	-4	1.2	2
CCOC(=O)CNC(=O)Cc1ccc(OC)cc1	/	-0.1	-0.9	-0.7	-0.7	5	3	-1.6	1
Cc1ccc(NC(=O)CSc2nc3c([nH]c4ccccc43)c(=O)n2C)cc1	1.3	1.1	-2.6	-0.1	0.4	4	6	1.5	0
CCOC(=O)N1CCc2c(sc(NC(=O)CN(CC)CC)c2C#N)C1	12	-4.4	-1.9	i	0.3	-6	5	1.9	2
N#C/C(=C\c1cccnc1)C(=O)Nc1ccccc1[N+](=O)[O-]	-0.1	-0.5	0.4	-0.7	0.1	7	4	-2.0	2
C/C(=N\OCC(=O)Nn1c(=O)[nH]c2ccccc2c1=O)c1cccs1	/	1.1	0.2	-0.2	0.1	3	-1	0.0	10
CCCCCN(C(=O)CCC(=O)OCCOc1cccc(C)c1)c1c(N)n(CCCC)c(=O)[nH]c1=O	-0.9	1.8	1.2	-5.9	-0.2	22	-7	2.3	1
O=C(Nc1cccc(O)c1)c1noc2c1CCc1ccccc1-2	-2.4	/	-3.9	5.9	2.8	6	2	5.0	-1
COc1ccc(CN(CC(=O)NC(C)C)C(=O)CCC(=O)Nc2nccs2)cc1	-2.3	0.4	0.2	i	-0.4	0	8	-0.4	2
Nc1nnc(-c2cccc([N+](=O)[O-])c2)o1	/	1.5	-4.1	-3.2	-0.2	-2	4	-1.5	2

# Laid out differently: results already given
> CC(C)C[C@H]1CN=C(Nc2ccccc2)N1CCC1CCCCC1
  BioA inh: 0.9
  TcdB GH inh: -0.1&0.6
  FadD28 binding: -1.4
  BH1578 lux ind: 2.1
  PfHsp40 yeast: -1.9
  Y pestis TopoI: 1
  GDH-TPI counter: -1
  Mtb UGM inh: -2.3
  Mtb FBA inh: 2
> N#Cc1ccccc1OCC(=O)Nc1ccc(S(=O)(=O)N2CCOCC2)cc1
  BioA inh: 0.2
  TcdB GH inh: 0.4
  FadD28 binding: -0.3
  BH1578 lux ind: 5.0
  PfHsp40 yeast: 1.6
  Y pestis TopoI: -1
  GDH-TPI counter: 9
  Mtb UGM inh: 4.1
  Mtb FBA inh: 1
> COC(=O)c1nn(-c2ccccc2)c(Cl)c1/C=N/OC(=O)c1ccc(Cl)c(Cl)c1
  BioA inh: -0.5
  TcdB GH inh: /
  FadD28 binding: -3.1
  BH1578 lux ind: -0.3
  PfHsp40 yeast: 0.2
  Y pestis TopoI: 5
  GDH-TPI counter: 4
  Mtb UGM inh: 1.2
  Mtb FBA inh: -3
> Cc1ccc(N2C(=O)C(Cc3ccc(O)cc3)NC2=S)cc1C (stereo unspecified)
  BioA inh: -0.7
  TcdB GH inh: /
  FadD28 binding: -2.2
  BH1578 lux ind: -0.6
  PfHsp40 yeast: -0.1
  Y pestis TopoI: 6
  GDH-TPI counter: 10
  Mtb UGM inh: /
  Mtb FBA inh: 0
